Screening data deposited in PubChem BioAssay by several laboratories.
Arr AP2 block: human beta-arrestin and AP2 interaction inhibition. FITC-arrestin peptide / GST-AP2 beads, flow cytometry; AP2 beta2 appendage carries R879A mutation. 0.31% of 340,000 active. inhibition, % at 10 µM;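 active = inhibition above a set limit, near 3 SD of compounds lacking own fluorescence, cut at about 54% in these data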;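 note: plate controls were DMSO wells for no effect and 5 µM unlabelled arrestin peptide for full effect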
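System: GST-AP2 R879A glutathione beads. Medium: PBS with 0.05% Tween 20 and 0.1% BSA. Also added: FITC-arrestin peptide, 50 nM. Incubation: 12 min plus 1 h, RT. Measured by: high-throughput flow cytometry of beads, ex 488, em 535 nm. Evaluation: percent drop in bead-associated FITC signal.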
CAL PDZ FP-1: blocks peptide binding to human CAL PDZ domain. Q9HD26. purified CAL PDZ, TMR-peptide fluorescence polarization, 1 h. inhibition, % at 20 µM. 0.02% of 330,000 active. AID 504414;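 active = highest replicate inhibition of at least 40%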;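 note: plate controls were DMSO neutral control wells for no effect and unlabeled competitor peptide control wells for full effect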
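Control set: unlabelled peptide and DMSO controls / Material: purified CerCALP PDZ construct / Timing: 1 h incubation at room temperature before polarization reading / Doses: 20 µM, one dose / Detection: fluorescence polarization (mP)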
Pemphigus Ab inh: inhibitors of pemphigus antibody binding to human desmoglein-3; DSG3-coupled beads, scFv-anti-DSG3-GFP binding, flow cytometry; active compounds read low; P32926; 0.48% of 310,000 active; binding (percent of control), % at 10 µM; AID 588358;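 active = binding more than 3 SD below its plate's average and above zero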;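 note: hits lower antibody fragment binding to DSG3; some compounds called inactive have numbers as strong as hits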
Target sequence (P32926 whole entry, looked up, the tested form may be a part): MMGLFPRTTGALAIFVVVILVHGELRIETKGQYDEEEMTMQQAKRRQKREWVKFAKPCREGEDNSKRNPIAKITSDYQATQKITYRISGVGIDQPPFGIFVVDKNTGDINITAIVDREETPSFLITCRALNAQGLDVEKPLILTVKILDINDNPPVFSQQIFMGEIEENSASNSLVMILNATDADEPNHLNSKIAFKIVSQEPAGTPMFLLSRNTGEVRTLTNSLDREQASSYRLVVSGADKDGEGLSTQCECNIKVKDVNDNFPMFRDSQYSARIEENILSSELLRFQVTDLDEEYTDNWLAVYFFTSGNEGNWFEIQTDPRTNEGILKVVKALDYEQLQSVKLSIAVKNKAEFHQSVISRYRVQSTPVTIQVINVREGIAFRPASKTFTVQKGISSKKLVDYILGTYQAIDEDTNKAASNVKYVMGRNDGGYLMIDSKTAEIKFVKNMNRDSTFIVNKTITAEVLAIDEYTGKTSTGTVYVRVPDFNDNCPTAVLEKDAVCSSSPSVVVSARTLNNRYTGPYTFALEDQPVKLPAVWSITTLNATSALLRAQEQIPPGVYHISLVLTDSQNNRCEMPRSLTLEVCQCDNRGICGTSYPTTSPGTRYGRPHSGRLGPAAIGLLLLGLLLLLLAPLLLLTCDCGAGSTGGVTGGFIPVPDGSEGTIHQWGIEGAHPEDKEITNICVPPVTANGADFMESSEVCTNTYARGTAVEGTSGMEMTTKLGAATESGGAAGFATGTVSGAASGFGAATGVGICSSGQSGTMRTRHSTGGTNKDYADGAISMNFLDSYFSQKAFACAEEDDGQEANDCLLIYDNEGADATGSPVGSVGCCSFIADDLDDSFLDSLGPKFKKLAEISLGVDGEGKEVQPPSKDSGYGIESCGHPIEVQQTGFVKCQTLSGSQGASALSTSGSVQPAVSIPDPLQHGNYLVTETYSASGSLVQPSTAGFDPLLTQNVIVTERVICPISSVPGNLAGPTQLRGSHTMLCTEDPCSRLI
RTF Ca sens inh: cardiac RTF calcium desensitization; P19429+P45379; IANBD-labeled cardiac RTF, Ca2+ fluorescence; inhibition, % at 7.15 µM; 0.12% of 340,000 active;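 active = inhibition above the mean inhibition of all tested compounds plus 3 SD, cut at about 17% in these data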;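 note: assay run at fixed EC70 calcium of 1.6 mM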
DAGLB inh: diacylglycerol lipase beta (human) inhibition; inhibition, % at 5.17 µM; Q8NCG7; HEK293T DAGLB membrane lysate, EnzChek fluorogenic substrate; AID 504411; 0.059% of 340,000 active; in the data active = inhibition above about 34%;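 note: 0% = enzyme with vehicle and 100% = wells lacking enzyme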
Keap1-Nrf2 PPI: Keap1-Nrf2 (human) interaction inhibition; 0.15% of 340,000 active; Q14145; inhibition, % at 9.4 µM; AID 504523; Keap1 Kelch-Nrf2 peptide fluorescence polarization, 1536-well; in the data active = inhibition above about 12%;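 note: human Keap1 Kelch domain with fluorescein labeled Nrf2 9mer peptide probe; 0% = neutral control wells and 100% = peptide positive control; higher means more block of Keap1 binding to Nrf2 peptide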
CAL PDZ FP-2: CAL PDZ (human) peptide binding inhibition. inhibition, % at 24.9 µM. purified CAL PDZ, TMR-peptide fluorescence polarization, 1 h. AID 602252. Q9HD26. 0.92% of 300,000 active;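 active = mean inhibition of at least 30% with at least half of replicates also reaching 30%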;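 note: 0% = DMSO neutral control and 100% = excess unlabeled competitor peptide PRC23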
NSD2 HMT inh: NSD2 (human) methyltransferase inhibition; NSD2 peptide methylation, AlphaScreen, 120 min; inhibition, % at 12.5 µM; 0.54% of 310,000 active; AID 743445; in the data active = inhibition above about 50%
LANA DNA inh: blocks KSHV LANA C-terminal domain binding to DNA; MBP-C-LANA/FAM-LBS DNA binding, fluorescence polarization; 0.078% of 340,000 active; inhibition, % at 9 µM;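 active = highest replicate inhibition at or above 60% at 9 µM, even if other replicates fall short; inactive = all replicates below 60% inhibition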;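 note: 0% = neutral control wells and 100% = 4 µM acridine orange control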
V-ATPase pH: alters yeast V-ATPase proton transport; response, % at 10 µM; S. cerevisiae, pHLuorin cytosolic pH fluorescence; 0.37% of 350,000 active; in the data active = response mostly above about 7.3%, no sharp cut-off; inactive = mostly below about 5.4%; note: actives read high; inactives centre near 0; some compounds called inactive have numbers as strong as hits
* = called active by the depositor; nt = no result given.

SMILES	Arr AP2 block	CAL PDZ FP-1	Pemphigus Ab inh	RTF Ca sens inh	DAGLB inh	Keap1-Nrf2 PPI	CAL PDZ FP-2	NSD2 HMT inh	LANA DNA inh	V-ATPase pH
CC[C@@]12C(=O)N(c3cccc(F)c3)C(=O)N1[C@H](c1ccc(F)cc1)[C@@H]1C(=O)N(C3CCCCC3)C(=O)[C@@H]12	-2	0.8	103	-3	-3	-6	0	nt	-1.1	-13
CC(C)(C)c1ccc(/C=C(\c2nc3ccccc3[nH]2)S(=O)(=O)c2ccccc2)cc1	-14	-7.4	98	-4	-2	-4	0	-5	-0.9	0
COc1ccc(-c2nc(CS(=O)CC(=O)NC3CCCC3)c(C)o2)cc1 (stereo not given)	1	-2.4	103	-5	-1	-2	-3	2	-0.1	1
CN(C)C=NC1=NN(c2cccc(C(F)(F)F)c2)CC1	-10	0.1	99	5	2	-4	0	0	-0.2	0
O=C(CCCn1cnc([N+](=O)[O-])n1)Nc1cccc(O)c1	8	-0.2	99	nt	nt	-6	3	0	-0.1	0
NC(=O)Cc1nc2scc(-c3ccc(Cl)cc3)c2c(=O)[nH]1	30	-1.6	100	4	0	-4	-5	2	1.6	-1
O=C(Nc1ncccc1Cl)c1ccc2c(c1)OCCO2	0	1.3	95	-8	-6	0	-5	-3	-8.6	6
CC(=O)Nc1ccc(S(=O)(=O)N2CCSC2C(=O)O)cc1 (stereo not given)	9	-1.0	99	-3	-1	0	-8	-1	0.8	5
CCN(C(=O)c1ccc2c(=O)n3c(nc2c1)CCCCC3)c1cc(OC)ccc1OC	6	-0.9	111	-3	1	-1	nt	3	-0.2	-1
CCN(CC)C(=O)COc1ccc(S(=O)(=O)N2CCCC2)cc1	-7	6.3	110	-6	1	-3	1	-2	-1.8	3
COc1cccc(CN2CCC(CO)(CC3CCCCO3)CC2)c1 (stereo not given)	2	-0.7	103	-2	0	-4	3	-1	1.9	0
COc1ccc(NC(=S)Nc2cccc(S(=O)(=O)N3CCCCC3)c2)cc1	-1	-2.9	107	-7	0	-2	-1	0	-0.1	4
CC(C)(O)C#CC#CCN1CCOCC1	4	-0.2	nt	-4	-6	-3	8	0	0.7	0
COc1cccc(C(=O)N/N=C2/SCC(=O)N2CCc2ccc(OC)c(OC)c2)c1	-9	-2.5	88	-3	0	3	-3	1	-0.5	2
CN(C)CCNc1nc2c(c(=O)[nH]c(=O)n2C)n1CCOc1ccccc1	9	-0.9	81*	8	-1	-3	-3	2	1.1	-2

Looked up above.
In Arr AP2 block, CC(C)(O)C#CC#CCN1CCOCC1 has the entry 4
In NSD2 HMT inh, O=C(Nc1ncccc1Cl)c1ccc2c(c1)OCCO2 has the entry -3
In LANA DNA inh, CC[C@@]12C(=O)N(c3cccc(F)c3)C(=O)N1[C@H](c1ccc(F)cc1)[C@@H]1C(=O)N(C3CCCCC3)C(=O)[C@@H]12 has the entry -1.1
In DAGLB inh, COc1cccc(CN2CCC(CO)(CC3CCCCO3)CC2)c1 (stereo not given) has the entry 0

The list continues.
SMILES	Arr AP2 block	CAL PDZ FP-1	Pemphigus Ab inh	RTF Ca sens inh	DAGLB inh	Keap1-Nrf2 PPI	CAL PDZ FP-2	NSD2 HMT inh	LANA DNA inh	V-ATPase pH
COc1cc(CCC(=O)OCC(=O)Nc2c(C)cccc2C(C)C)cc(OC)c1OC	36	-2.0	125	7	-1	1	-3	-2	-2.4	3
Cc1csc2c(N3CCC(C(=O)O)CC3)ncnc12	4	0.0	112	-5	-2	1	0	-3	-0.5	-3
Nc1cc2c(cc1C(=O)c1ccc(Cl)cc1)OCCO2	9	0.1	105	0	0	-1	-2	14	3.4	-2
CC/C(=N/NC(=O)c1ccc(Br)cc1)c1ccc(OCCN2CCOCC2)cc1	9	-0.3	95	-4	-2	-3	2	9	-2.6	0
COc1ccc(N2CCN(C(=O)c3cn(Cc4ccccc4)nc3-c3cccnc3)CC2)cc1	41	-0.2	102	-3	1	-1	nt	0	-1.5	-2
Nc1nc(-c2cccs2)c(CC(=O)O)s1	22	0.0	108	-5	-2	-1	3	16	4.9	1
O=C(CNC(=O)c1ccccc1Cl)OCC(=O)N1CCc2ccccc21	1	-1.1	nt	-7	-2	-1	-3	2	-1.4	8
Cc1ccc(C)c(NC(=S)N2CCN(c3ccccn3)CC2)c1	-2	-0.6	123	1	0	1	-5	-5	0.7	1
COC(=O)[C@@H]1C[C@@]2(O)[C@@H](O)[C@@H](O)[C@@H](O)C[C@H]2N1Cc1ccc(-c2ccccc2)cc1	4	-1.1	104	-4	-1	-4	-3	nt	0.5	-5
CC(C)CCn1c(COc2ccccc2)nn(CCC#N)c1=S	26	0.0	105	5	-6	-7	-5	0	-0.8	-5
O=C(Nc1ccc(S(=O)(=O)N2CCOCC2)cc1)c1ccc2c(c1)S(=O)(=O)c1ccccc1C2=O	24	-1.0	100	1	0	3	3	-1	13	0
CCc1ccc(OCC(=O)NNCC(=O)Nc2ccc(OC)cc2)cc1	58*	-2.3	101	-3	1	-4	-4	2	-2.1	10
CCOc1ccc(N(C)S(=O)(=O)c2ccc(C)c(C(=O)OCC(=O)c3c[nH]c4ccccc34)c2)cc1	1	-3.9	121	-7	-4	-2	-1	-1	0.0	nt
COc1cccc(C2=NOC(C(=O)NCc3ccccc3)C2)c1 (stereo not given)	-9	-2.9	102	-6	-5	0	nt	-4	-0.2	-1
Cc1ccccc1OCC(=O)NC1=NCCS1	12	0.0	106	-4	1	-8	-1	1	1.4	17*

Three of the entries above in order of their number in LANA DNA inh, lowest first:
Compound	LANA DNA inh
COc1cccc(C2=NOC(C(=O)NCc3ccccc3)C2)c1 (stereo not given)	-0.2
CCOc1ccc(N(C)S(=O)(=O)c2ccc(C)c(C(=O)OCC(=O)c3c[nH]c4ccccc34)c2)cc1	0.0
Cc1ccc(C)c(NC(=S)N2CCN(c3ccccn3)CC2)c1	0.7

Following part.
SMILES	Arr AP2 block	CAL PDZ FP-1	Pemphigus Ab inh	RTF Ca sens inh	DAGLB inh	Keap1-Nrf2 PPI	CAL PDZ FP-2	NSD2 HMT inh	LANA DNA inh	V-ATPase pH
CC(C)C1CC(c2csc(N)n2)CCO1 (stereo not given)	6	-0.7	109	3	4	1	-2	0	0.3	3
O=C(CCl)N1CCN(S(=O)(=O)c2ccc3c(c2)OCCCO3)CC1	-1	-0.2	110	-8	-1	-10	-4	3	0.6	12
Nc1c(S(=O)(=O)c2ccccc2)cnc2c(-c3ccc(F)cc3)cnn12	16	0.0	-18*	4	2	0	-7	0	-0.6	-2
Cc1ccc2c(c1)C1(OCCCO1)C(=O)N2CC#N	16	0.1	116	2	-2	-4	-4	-2	-1.5	-1
Cn1c(NC(=O)c2ccc(Cl)s2)cc(=O)n(C)c1=O	1	-2.6	104	4	0	-8	2	-4	0.0	5
CN(C(=O)COC(=O)c1nc(Cl)ccc1Cl)C1CCS(=O)(=O)C1 (stereo not given)	-12	0.4	109	-14	1	3	-4	8	-0.3	-5
COc1ccc(-n2c(SCC(N)=O)nc3nc4c(cc3c2=O)COC(C)(C)C4)cc1	11	-0.4	111	5	0	0	-1	-2	1.4	3
N#C/C(=C\c1ccc[nH]1)C(=O)Nc1ccccc1[N+](=O)[O-]	-9	-2.4	102	1	1	7	-5	0	1.6	6
CN(C)S(=O)(=O)c1ccc(C(=O)OCC(=O)c2ccc(OC(F)F)cc2OC(F)F)cc1	25	0.3	107	1	-8	-2	-6	-2	0.3	-2
Cc1c(C(=O)Nc2nonc2-c2ccc(F)cc2)oc2ccc(F)cc12	4	-3.0	87	1	-4	0	-1	2	-1.2	-7
CCOC(=O)[C@H]1[C@H]2COc3ccccc3[C@@H]2N2C(=O)c3ccc(Cl)cc3NC(=O)[C@@]12C	0	-0.4	107	9	-3	-6	0	nt	0.3	1
CC(=O)c1c(C)[nH]c(C(=O)NCC2CCCCC2)c1C	8	-2.7	nt	-14	0	-2	-2	1	-1.2	3
CCCCNC(=O)C1(c2ccc(OC)cc2)CCOCC1	-11	0.4	nt	2	1	1	-3	-3	1.9	1
Cc1ccc(-c2n[nH]c(=S)n2/N=C/c2sccc2C)cc1	-23	-0.4	110	-4	-1	0	0	1	0.2	8
COC(=O)C1=CN(Cc2ccc(OC)c(OC)c2)C=C(C(=O)OC)C1c1cccc(F)c1	-14	-15	96	-5	1	5	58*	-10	1.5	-6
O=C(O)CC1CCCC(c2ccccc2)C1=O (stereo not given)	3	-0.5	80	3	1	-2	0	4	-0.2	3
CN(C(=O)c1cccc(NC(=O)Cc2ccc(NC(=O)C3CCCN(C(=O)c4ccccc4)C3)cc2)c1)C1CCCCC1 (stereo not given)	-8	0.7	97	-10	-2	-4	-2	nt	1.1	-1
c1ccc(-c2sc3ccccc3c2-c2ccc(OCCN3CCCC3)cc2)cc1	-4	0.3	119	-1	0	-11	-1	nt	-1.9	0
COC(=O)c1ccccc1NC(=O)C1CCN(S(=O)(=O)c2cc(C)ccc2OC)CC1	14	-1.6	124	0	-5	-4	4	-5	5.0	-4
O=S1(=O)CC(O)C(Nc2ccc(Cl)cc2)C1 (stereo not given)	25	0.2	110	9	-4	0	-6	7	1.6	-3
O=C(CSc1nncs1)NC1CCCc2ccccc21 (stereo not given)	12	-1.2	109	-5	4	-2	-2	1	0.2	-1
CC(C)(C)N(Cc1ccccc1)C(=O)COC(=O)CNS(=O)(=O)c1ccc2ccccc2c1	20	0.4	nt	-10	-2	-1	-5	2	12	3
O=C(CCc1ccccc1O)NC1CCCc2ccccc21 (stereo not given)	0	0.1	129	2	2	-7	2	1	0.7	4
Cc1ccc(NC2CCCN(C(=O)CCc3ccncc3)C2)cc1C (stereo not given)	13	-2.7	99	-6	3	-3	-5	1	-0.4	-1
O=C(Nc1ncc([N+](=O)[O-])s1)c1ccccc1Br	1	8.3	95	-7	2	-1	-7	6	1.5	1
Cc1cc(C)cc(NC2=C(N)C(=O)c3ccccc3C2=O)c1	11	-0.7	108	-5	16	-3	0	21	-1.1	-13
CSc1ccccc1NC(=O)CN(C)C(=O)Cc1c[nH]c2ccccc12	6	-0.2	125	5	4	-4	-1	nt	0.3	-2
Cc1ccc(C(=O)NCCOc2cccc(C)c2)cc1	29	-2.6	93	-1	-10	0	-6	5	0.9	6
COC(=O)c1cnc(SC)nc1C	2	-0.9	104	-9	-2	-4	nt	-4	-0.4	2
Cc1cccc(NC(=O)CN2C(=O)/C(=C3\SC(=S)N(CC4CCCO4)C3=O)c3ccccc32)c1 (stereo not given)	-6	-2.5	91	0	2	4	-1	0	1.2	-3
CC(=O)Nc1c(C)nn(-c2ccc(C)c(C)c2)c1C	35	-1.8	105	-16	0	2	-4	1	1.8	0
O=C(CC1CCCCC1)NCCS(=O)(=O)N1CCN(c2ccccc2)CC1	-4	0.3	122	2	-2	-5	-1	1	-1.7	4
Cc1cc(C(=O)Nc2cccc3ccccc23)n(-c2ccccc2)n1	12	-2.7	94	-15	0	4	0	1	-1.1	2
CC(C(=O)Nc1ccc(OCc2ccccc2)cc1)N1CCCC1 (stereo not given)	-3	-1.1	102	0	2	1	-3	1	-0.8	-3
Cc1ccccc1N1CCN(C2CCCN(C(=O)c3ccc(Cl)s3)C2)CC1 (stereo not given)	6	1.3	113	2	-4	0	-2	1	-1.2	3
CCn1ncc(Br)c1C(=O)Nc1ccccc1OC	14	-3.0	104	-9	-6	1	-3	-5	-0.8	1

Some of the compounds tested. The share of hits here may be higher or lower than overall.
